Assay outcomes deposited in PubChem by The Scripps Research Institute Molecular Screening Center.
ADAM17 inh: ADAM17 inhibition, QFRET primary screen | recombinant ADAM17, EDANS/DABCYL FRET peptide cleavage | inhibition, % at 6.95 µM | 370,000 tested, 0.83% active | AID 720648;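 active means inhibition above the mean of compounds lying between control limits plus 3 SD, set per campaign, cut at about 8.5% in these data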;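 further: 0% = DMSO-only wells as the low control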
ASAP1 inh: blocks human ASAP1-stimulated Arf1 GTP hydrolysis. Q9ULH1. GDP FP detection. inhibition, % at 16.5 µM. 360,000 tested, 0.19% active. AID 624377; in the data active means inhibition above about 25%;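 further: 0% = vehicle with enzyme and substrate and 100% = no enzyme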
ADAM10 inh: inhibitors of human ADAM10 | O14672 | recombinant ADAM10, EDANS/DABCYL FRET peptide cleavage, 3 h | inhibition, % at 7 µM | 370,000 tested, 0.62% active;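 active means inhibition above a per-campaign cutoff equal to the mean of compounds falling between control-based bounds plus 3 SD, cut at about 20% in these data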;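 further: 0% = DMSO wells while the 100% control is not disclosed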
Target sequence (O14672 214-748 limits assumed): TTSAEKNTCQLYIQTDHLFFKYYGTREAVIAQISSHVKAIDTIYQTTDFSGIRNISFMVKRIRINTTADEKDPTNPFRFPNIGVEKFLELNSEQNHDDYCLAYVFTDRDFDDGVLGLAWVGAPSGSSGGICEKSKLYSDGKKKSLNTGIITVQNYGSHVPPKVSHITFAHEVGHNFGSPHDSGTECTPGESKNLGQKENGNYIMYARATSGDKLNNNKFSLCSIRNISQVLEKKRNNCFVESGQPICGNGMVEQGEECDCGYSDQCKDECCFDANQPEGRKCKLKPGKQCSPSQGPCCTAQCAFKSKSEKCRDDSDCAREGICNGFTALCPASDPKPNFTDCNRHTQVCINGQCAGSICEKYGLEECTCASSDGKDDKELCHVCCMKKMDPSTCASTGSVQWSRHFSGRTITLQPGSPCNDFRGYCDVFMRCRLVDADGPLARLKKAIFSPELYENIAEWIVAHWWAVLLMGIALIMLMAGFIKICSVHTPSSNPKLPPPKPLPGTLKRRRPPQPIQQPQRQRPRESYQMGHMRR
PLC-gamma1 inh: inhibitors of human phospholipase C gamma1 | P19174 | purified PLC-gamma1, fluorogenic substrate, fluorescence | inhibition, % at 12.2 µM | 370,000 tested, 0.84% active | AID 720700; in the data active means inhibition above about 9.5%
ARFGAP1 inh: rat ARFGAP1 inhibition; Q62848; Arfgap1-stimulated ARF1 GTP hydrolysis, GDP FP detection; AID 651572; 360,000 tested, 0.26% active; inhibition, % at 16.5 µM;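 active means inhibition above a per-plate limit, mean inhibition of low control wells plus 3 SD, cut at about 25% in these data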;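 further: 0% = DMSO wells with enzyme and 100% = wells lacking Arfgap1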
Target sequence (Q62848 1-136 limits assumed): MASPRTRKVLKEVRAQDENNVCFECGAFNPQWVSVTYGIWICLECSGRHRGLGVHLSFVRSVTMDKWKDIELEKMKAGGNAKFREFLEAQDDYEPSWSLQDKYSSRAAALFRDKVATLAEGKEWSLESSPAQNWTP
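Assay system: Rat Arfgap1 GAP domain (His6, aa 1-136), purified enzyme | Buffer or medium: HEPES 25 mM pH 7.5, NaCl 150 mM, MgCl2, DTT | Schedule: GTP hydrolysis reaction 2 h at 25 °C | Signal: FP of antibody-bound GDP Alexa 633 tracer, ex 620/em 688 nm | Measure: Percent inhibition of Arfgap1-stimulated GTP hydrolysis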
Tn7 DDE FP: disrupts Tn7 cyclic peptide binding to fibrin D-Dimer-E complex | FP displacement of FITC-Tn7 peptide from fibrin DD(E); 0% = median of compound wells per plate | inhibition, % at 8.3 µM | 370,000 tested, 0.13% active;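 active means inhibition above the mean of compounds falling within the control limits plus 3 SD of them, cut at about 14% in these data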;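 further: 0% = plate median of compound wells and 100% = 10 µM Aha-Tn7 peptide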
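assay system = human clot-derived fibrin DD(E) complex | quantity = Fibrin-DD(E) at 2 µM final | timing = 10 min preincubation, 3 h with tracer, room temperature | signal = fluorescence polarization | measure = percent inhibition | benchmarks = high control wells with 10 µM unlabelled Aha-Tn7 peptide (full inhibition) | replicates = singlicate testing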
TDP2 absorb: blocks human TDP2 phosphodiesterase activity | recombinant TDP2, T5PNP hydrolysis, p-nitrophenol absorbance 415 nm | inhibition, % at 12.8 µM | 370,000 tested, 0.34% active | AID 720702;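 active means inhibition above the mean of all tested compounds plus 3 SD, set per campaign, cut at about 25% in these data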;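 further: 0% = DMSO with enzyme and 100% = buffer with substrate but no TDP2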
Target sequence (O95551 whole entry, looked up): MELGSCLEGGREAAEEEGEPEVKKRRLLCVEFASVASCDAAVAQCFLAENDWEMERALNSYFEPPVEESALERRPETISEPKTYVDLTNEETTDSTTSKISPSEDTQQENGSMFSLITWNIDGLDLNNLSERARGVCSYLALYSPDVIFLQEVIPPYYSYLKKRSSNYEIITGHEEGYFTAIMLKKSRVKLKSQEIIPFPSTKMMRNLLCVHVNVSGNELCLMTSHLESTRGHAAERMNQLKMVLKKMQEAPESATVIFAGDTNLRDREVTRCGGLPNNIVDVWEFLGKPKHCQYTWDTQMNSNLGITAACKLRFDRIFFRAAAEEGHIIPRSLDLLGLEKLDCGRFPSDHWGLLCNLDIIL
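Test system: Human TDP2 enzyme | Reagent: 5 mM T5PNP | Compound dosing: 12.8 µM single point, 1% DMSO | Incubation: Enzyme reaction with compound for 2 h at 37 °C | Technique: p-Nitrophenol epi absorbance | Read-out: % inhibition relative to enzyme-containing and enzyme-free wells | Benchmarks: High control without enzyme, low control DMSO plus TDP2 | Replicates: Singlicate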
Tn6 DDE FP: disrupts Tn6 cyclic peptide binding to fibrin D-Dimer-E complex. inhibition, % at 8.3 µM. Fibrin DD(E) TRITC-Tn6 fluorescence polarization displacement. 370,000 tested, 0.21% active. P02675. AID 720509;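 active means inhibition above a per-campaign cutoff: mean of compounds within control limits plus 3 SD, cut at about 15% in these data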;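 further: 0% = median of all compound wells on the plate and 100% = blocking peptide control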
LEDGF integ inh: blocks HIV-1 LEDGF/p75-dependent DNA integration; inhibition, % at 3.7 µM; AID 743269; 370,000 tested, 0.64% active; TR-FRET IN-LEDGF/p75 DNA integration, Eu/Cy5;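 active means inhibition above the screen-wide mean plus 3 SD, cut at about 13% in these data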;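 further: signal is the Cy5 over europium emission ratio at 671 and 618 nm; 0% = plate median of compound wells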
KLK7 zymogen act: activates the human kallikrein-7 zymogen; purified proKLK7, EDANS-DABCYL substrate fluorescence; 100% is mature enzyme control, 0% vehicle; activation, % at 7 µM; 370,000 tested, 0.9% active; AID 652039;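 active means activation above the mean of all tested compounds plus 3 SD, computed per campaign excluding outliers beyond control limits, cut at about 13% in these data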
* marks the source's active call; other numbers are inactive results; i = inactive; + = active, no number.

SMILES | ADAM17 inh | ASAP1 inh | ADAM10 inh | PLC-gamma1 inh | ARFGAP1 inh | Tn7 DDE FP | TDP2 absorb | Tn6 DDE FP | LEDGF integ inh | KLK7 zymogen act
O=C1C2C3C=CC(C3)C2C(=O)N1c1ccc(S(=O)(=O)Nc2nccs2)cc1 (stereo not drawn) | -6 | 5 | 3 | -1 | 5 | 3 | -4 | 0 | 0 | 0.9
CCc1ccc(C(=O)OCC(=O)NCC(F)(F)F)cc1 | -5 | 0 | -6 | 1 | 4 | -1 | -4 | -12 | -4 | -0.5
CCOC(=O)c1cc2sc(C)cc2n1CC(=O)Nc1ccc2c(c1)OCCO2 | 1 | 5 | 3 | 0 | 1 | 1 | 3 | 7 | 1 | 0.1
NS(=O)(=O)c1ccc(NC(=O)/C=C/c2cccs2)cc1 | 10* | 3 | 15 | 6 | 2 | -6 | -18 | -2 | 5 | -0.4
Nc1ccc2oc(=O)c(-c3ccccc3)cc2c1 | -4 | -13 | -1 | -85 | 0 | 5 | 4 | 5 | -3 | 0.8
C/C=C(\C)C(=O)N1CC2(CC(c3cccc(NC(=O)CCCCC)c3)=NO2)C[C@@H]1C(N)=O (stereo partly drawn) | -4 | -2 | -5 | 5 | 13 | 5 | -2 | -2 | -2 | -0.2
CN(O)C(=S)c1ccccc1 | -3 | -17 | -14 | 1 | -8 | 0 | 9 | -4 | 22* | 0.2
Cn1c2c(c3ccccc31)CCSC2=O | 2 | 5 | -2 | -3 | 16 | -3 | 4 | -14 | 1 | 0.2
CNC(=O)c1ccccc1Sc1ccccc1CO | 1 | 10 | 8 | 3 | -3 | -2 | 7 | 0 | 2 | 1.2
C=CCn1c(COc2ccccc2C)nnc1SCC(=O)O | -5 | -4 | 1 | 2 | 0 | -3 | -2 | -4 | 7 | -0.2
COc1cc(OC)cc(C(=O)N2CCC(C(=O)c3ccc(F)cc3)CC2)c1 | -3 | 0 | 1 | 1 | -5 | 0 | -12 | -4 | 3 | -0.7
CCN(CC)C(=O)CSc1nc(-c2ccco2)cc(C(F)(F)F)c1C#N | -22 | 6 | -85 | -9 | 2 | -3 | -9 | -2 | 4 | -0.3
COc1ccc(NC(=O)C2Cc3c(-c4ccc(NC(C)=O)cc4)ccnc3O2)cn1 (stereo not drawn) | -2 | -5 | -8 | 0 | 3 | -5 | 6 | 2 | -2 | 0.4
COc1cc(CNc2ccc(N3CCN(C(C)=O)CC3)cc2)ccc1OCc1ccccc1 | -16 | 7 | -32 | -66 | -7 | -1 | -13 | -2 | 4 | -1.2
COc1cccc2sc(/N=C/N(C)C)nc12 | -4 | -12 | 6 | 2 | -5 | 2 | 2 | 1 | 1 | 0.2
CCCN1CCN(C(=O)Nc2cccc(C(F)(F)F)c2)CC1 | 0 | 3 | 5 | 3 | -9 | 0 | 5 | 0 | 3 | -12
CS/C(N)=N/N=C/c1cc(Br)cc(Br)c1O | 3 | -2 | -10 | i | 11 | -2 | -24 | -3 | 4 | -22
COc1ccc(Cl)cc1NC(=O)CN(C)C1CCS(=O)(=O)C1 (stereo not drawn) | 1 | -7 | -6 | 0 | -6 | -1 | -1 | 9 | -3 | -0.3
CC(=O)c1c(C)[nH]c(C(=O)OCC(=O)NCCCc2ccccc2)c1C | 3 | 7 | -4 | 3 | 5 | -5 | 4 | -7 | 2 | 0.4
Cc1ccc(SCCNC(=O)/C=C/c2ccc([N+](=O)[O-])cc2)cc1 | 5 | 5 | 8 | 3 | 1 | 0 | -4 | 6 | 1 | -0.5
CC(NC(=S)Nc1ccccc1)C(c1cccs1)N1CCOCC1 (stereo not drawn) | -6 | 2 | -6 | 2 | 5 | -2 | 0 | 0 | -3 | -0.9
CC(NC(=O)CNC(=O)[C@@H]1Cc2ccccc2CN1)c1ccccc1 (stereo partly drawn) | 0 | 3 | -4 | -1 | 2 | 2 | 0 | -2 | -2 | -0.2
CCOC(=O)c1sc(NC(=O)c2cc3n(n2)C(C(F)(F)F)CC(c2ccccc2)N3)c(C(=O)OCC)c1C (stereo not drawn) | -6 | 7 | 8 | 1 | 22 | 8 | 5 | 5 | -2 | 0.2
O=C(CN1CCN(c2ccccc2)CC1)Nc1ccc(Oc2ccccc2)cc1 | -1 | 0 | -3 | 0 | 13 | -3 | 8 | -2 | 1 | -0.7
CCN(CC)c1ccc2nc3ccc(N)cc3[n+](-c3ccccc3)c2c1 | 1 | -6 | -11 | -21 | -9 | 2 | -11 | + | -8 | 0.3

(list continues)
SMILES | ADAM17 inh | ASAP1 inh | ADAM10 inh | PLC-gamma1 inh | ARFGAP1 inh | Tn7 DDE FP | TDP2 absorb | Tn6 DDE FP | LEDGF integ inh | KLK7 zymogen act
CCCCCn1c(=O)c(C(=O)OCC)c(O)c2ccccc21 | -2 | 13 | -8 | -11 | 1 | 1 | 1 | -2 | 3 | -2.7
O=C(CC(=O)N/N=C\c1ccccc1[N+](=O)[O-])NCCc1ccccc1 | -4 | -5 | -6 | -3 | -7 | 3 | -10 | 1 | -14 | -0.2
COc1ccc(CCCc2n[nH]c(=S)o2)c(C)c1 | 0 | -10 | -5 | 1 | -10 | -4 | -2 | 4 | 2 | 0.2
Cc1ccc(NC(=O)C(=O)NCc2ccco2)c(C)c1 | -3 | -13 | 3 | 2 | 2 | -2 | -7 | 1 | 4 | 0.6
CC(=O)Nc1ccc(NC(=O)C2(C)Cc3c(-c4cccc(C(F)(F)F)c4)ccnc3O2)cc1 (stereo not drawn) | -7 | 9 | -3 | 1 | -3 | -7 | 2 | 7 | 3 | 0.3
O=c1ccc2ccc(Oc3ccc([N+](=O)[O-])cc3Cl)cc2o1 | -12 | -19 | -19 | -3 | 8 | 2 | -11 | 1 | -3 | -1.4
c1ccc(CSc2nnc(NC3CCCCC3)s2)cc1 | 3 | 0 | 4 | 6 | 1 | -3 | -7 | 0 | -2 | -0.8
CCOC(=O)c1ccccc1NC(=O)CSc1nccn1C | -1 | -8 | 2 | -2 | -1 | 5 | -10 | 6 | 1 | 0.1
CCCc1cc(C(=O)Nc2cccc([N+](=O)[O-])c2)cs1 | 7 | -2 | 11 | -1 | 2 | -1 | -2 | 1 | 1 | 0.0
O=C(O)c1ccccc1SC1CC(=O)N(c2cccc3ccccc23)C1=O (stereo not drawn) | -2 | -2 | -3 | -4 | 9 | 9 | 0 | -4 | 4 | -0.4
CCNS(=O)(=O)c1ccc(CCC(=O)N2CCN(c3ccccc3)CC2)cc1 | 1 | -14 | 6 | -1 | -1 | 3 | 6 | 1 | -7 | 0.3
CCN(C(=O)COC(=O)Cc1coc2cc(C)ccc12)c1c(N)n(Cc2ccccc2)c(=O)[nH]c1=O | -6 | 4 | -9 | -6 | -7 | 2 | 1 | 0 | -5 | 0.5
Cc1c(C(=O)N2CCC2)oc2ccc(Br)cc12 | 2 | 1 | 6 | 8 | 8 | -5 | -23 | -6 | 3 | 0.1
COc1cc(S(=O)(=O)Nc2ncccc2C)c(OC)cc1Cl | -1 | -8 | 4 | -1 | -7 | -4 | -9 | 3 | -2 | -0.3
Clc1ccc(OCCCN2CCCC2)cc1Cl | -3 | -3 | 4 | 5 | 6 | 3 | 4 | -1 | 4 | -0.5
c1coc(CNc2nc3ccccc3s2)c1 | 2 | 15 | 11 | 2 | 11 | -5 | -11 | 1 | -2 | -0.7
Cc1ccc(Cl)cc1N1CCN(Cc2cc3c(cc2O)CCC3)CC1 | -3 | 7 | -4 | 2 | 5 | 0 | 0 | 7 | -1 | 0.6
COc1ccc(NC(=O)CN(C)C(=O)CSCC(=O)Nc2ccc(C)cc2)cc1 | 3 | -5 | -15 | 1 | 3 | 5 | 1 | 0 | -5 | -0.1
O=C(/C=C/c1ccco1)Nc1cccc2cccnc12 | -2 | -3 | -12 | -46 | 0 | 1 | 6 | -2 | 7 | -1.4
O=[N+]([O-])c1ccc(NC(=S)N2CCN(c3ccccn3)CC2)cc1 | -6 | 0 | 4 | 1 | 1 | 5 | 0 | 9 | -6 | -0.2
CO/N=C/c1ccc(Sc2ccccc2)c([N+](=O)[O-])c1 | -3 | 1 | -1 | -2 | 0 | 5 | 1 | 2 | -1 | 0.4
Cc1ccccc1C(=O)N1CCN(CCNC(=O)C(=O)Nc2ccc(Br)cc2)CC1 | 0 | 6 | 1 | -2 | 15 | -2 | -4 | 2 | 1 | 0.0
CCn1c(C)nc2cc(S(=O)(=O)C(F)(F)F)ccc21 | -4 | 6 | -3 | -3 | -9 | 0 | -6 | 0 | 1 | 0.0
C[C@H](CO)N1C[C@H](C)[C@H](CN(C)C(=O)Nc2ccc3c(c2)OCO3)Oc2ncc(Br)cc2C1=O | -2 | -1 | -8 | -1 | -5 | 0 | -10 | 6 | -2 | 0.4
Cc1ccc(C2/C(=C(/O)c3ccc(Br)cc3)C(=O)C(=O)N2Cc2ccco2)o1 (stereo not drawn) | -6 | -6 | -16 | -11 | 8 | -4 | 5 | 2 | 15* | -0.7
CC(=O)c1ccc(N(C(=O)c2csnn2)C(C(=O)NC(C)(C)C)c2cccs2)cc1 (stereo not drawn) | -4 | 2 | -4 | 2 | -4 | 8 | 19 | 3 | -1 | -0.2
CN1CCN(NC(=O)Nc2ccc(F)cc2)CC1 | 0 | 12 | -14 | 0 | 11 | -2 | -15 | -2 | -8 | -0.2
COc1ccc(OC)c(NC(=O)C2(C)CCN2Cc2cccc(OC)c2F)c1 (stereo not drawn) | -1 | -5 | 3 | 1 | 8 | 2 | 4 | 1 | -2 | -0.3
COc1cc([N+](=O)[O-])ccc1NC(=S)NNC(=O)c1ccc2c(c1)OCO2 | -1 | 11 | 5 | 0 | -9 | 2 | -7 | 4 | -3 | 0.3
CC(=O)c1ccc(Nc2nc(=O)c3cccnc3s2)cc1 | -2 | -7 | -1 | -6 | -8 | -4 | 6 | 2 | -1 | -0.3

An excerpt of these results, tab-delimited:
structure	ADAM17 inh	ASAP1 inh	ADAM10 inh	PLC-gamma1 inh	ARFGAP1 inh	Tn7 DDE FP	TDP2 absorb	Tn6 DDE FP	LEDGF integ inh	KLK7 zymogen act
CC(=O)c1ccc(N(C(=O)c2csnn2)C(C(=O)NC(C)(C)C)c2cccs2)cc1 (stereo not drawn)	-4	2	-4	2	-4	8	19	3	-1	-0.2
COc1ccc(CCCc2n[nH]c(=S)o2)c(C)c1	0	-10	-5	1	-10	-4	-2	4	2	0.2
O=[N+]([O-])c1ccc(NC(=S)N2CCN(c3ccccn3)CC2)cc1	-6	0	4	1	1	5	0	9	-6	-0.2

Hits appear at their usual frequency; any-hit rate near 4.2%.
